# Screening data deposited in PubChem BioAssay by National Center for Advancing Translational Sciences (NCATS).
# Glioma ERSR ind: inducers of ER stress response in human glioma cells | U87-MG GRP78 promoter luciferase reporter, 16 h | Potency, µM, without a hit: at the top dose activation, most hits filed as activators | 420,000 compounds, 0.02% hits | AID 602332; note: potency is the fitted concentration of half-maximal effect; series mostly up to about 76 µM; % of control where 0% means no effect; nearly all actives have a fitted effect of over 35% in size
#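 Stably transfected U87-MG glioma cells carrying a GRP78-based luciferase sensor; 16 h compound incubation. Luminescence end-point read 10 min after Bright-Glo addition at room temperature.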
# POLH inh: blocks human DNA polymerase eta activity; Q9Y253; recombinant Pol eta, fluorescent DNA replication assay; Potency, µM (highest dose often 114 µM), for inactives: top-dose activity change, negative = inhibition, actives largely listed as inhibitors; 390,000 compounds, 1.2% hits; note: potency is the fitted concentration of half-maximal effect; % is set by controls: 0 for no effect and ±100 for the full control effect
#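 Pol eta at 10 nM preincubated with compounds 15 min at room temperature; reaction started with fluorescent substrate (50 nM final) and read kinetically at 0 and 10 min.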
# LDHA inh: blocks human lactate dehydrogenase A | P00338 | purified LDHA, NADH/diaphorase-resazurin fluorescence; stronger effect = lower value | activity change, % (values are at about 110 or 230 µM) | 480,000 compounds, 0.15% hits | AID 1347041; in the data active = activity change below about -30%; inconclusive = mostly about -25% to -30%;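 note: plate controls were DMSO wells for no effect and wells without enzyme for full effect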
#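 Human LDH5 at 2 nM final in Tris HCl pH 7.4 with 0.06 mM NADH and 0.2 mM pyruvate, reacted 5 minutes at room temperature. Remaining NADH coupled via diaphorase/resazurin; resorufin fluorescence read at 0 and 20 minutes, normalized to enzyme-free and DMSO wells.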
# Apoferritin bind: candidate novel general anesthetic via apoferritin binding | Potency, µM (series often up to 77.5 µM), for the others: at the highest dose activity change, negative = displacement, hits mostly inhibitors | P02791 | 350,000 compounds, 0.074% hits | apoferritin/1-aminoanthracene competitive binding, fluorescence; note: potency is the fitted concentration of half-maximal effect; % is set by controls: 0 for no effect and ±100 for the full control effect; nearly all actives have a fitted effect of over 20% in size
# Target sequence (P02791 2-175 limits assumed): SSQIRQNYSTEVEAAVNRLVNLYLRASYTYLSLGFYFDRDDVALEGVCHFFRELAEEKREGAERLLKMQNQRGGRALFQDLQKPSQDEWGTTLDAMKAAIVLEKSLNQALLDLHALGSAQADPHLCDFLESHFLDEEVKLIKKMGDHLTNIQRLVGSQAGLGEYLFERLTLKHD
#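 Apoferritin-based anesthetic binding model; compound displacement of fluorescent 1-AMA measured as endpoint fluorescence after 10 minutes at room temperature, scaled to free-ligand and complex controls.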
# Pol beta inh: inhibitors of human DNA polymerase beta; Pol beta primer extension/strand displacement, fluorescence kinetic; Potency, µM (series often up to 114 µM), inactives show at the top dose activity change, negative = inhibition, usual class: inhibitors; 340,000 compounds, 1.3% hits; AID 485314; note: potency is the fitted concentration of half-maximal effect; % is set by controls: 0 for no effect and ±100 for the full control effect
#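 Values derive from four-parameter Hill fits of normalized kinetic data: reads at 0 and 10 min following addition of 50 nM substrate to 10 nM Pol beta preincubated 15 min with compound.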
# Pol iota inh: blocks human DNA polymerase iota activity | Potency, µM (top dose mostly 115 µM), for the others: top-dose activity, negative = inhibition, usual class: inhibitors | Pol iota fluorescent replication assay, 10 min | AID 588590 | Q9UNA4 | 390,000 compounds, 1% hits; note: potency is the fitted concentration of half-maximal effect
#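 Fluorescent replication assay read twice, at 0 min and 10 min after adding 50 nM (final) substrate. Enzyme (10 nM) and compounds were first incubated 15 min at room temperature; enzyme-free buffer wells were negative controls.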
# BLM helicase inh: inhibitors of human Bloom syndrome helicase BLM; P54132; recombinant BLM DNA unwinding, fluorescence dequenching; Potency, µM (highest dose often 56.1 µM), inactives show at the highest dose activity change, negative = inhibition, usual class: inhibitors; 350,000 compounds, 0.2% hits;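 note: potency is the fitted concentration of half-maximal effect; plate controls were vehicle for no effect and no enzyme for full effect; nearly all actives have a fitted effect of over 35% in size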
# POLK inh: DNA polymerase kappa (human) inhibition; Q9UBT6; purified Pol kappa, fluorescent DNA synthesis assay, 10 min; Potency, µM (top dose mostly 107 µM), for the others: at the top dose activity, negative = inhibition, hits mostly inhibitors; 400,000 compounds, 0.53% hits; AID 588579; note: potency is the fitted concentration of half-maximal effect; % is set by controls: 0 for no effect and ±100 for the full control effect
#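 Here, compound and 10 nM enzyme are combined for 15 min at room temperature; adding 50 nM substrate (final) starts DNA synthesis, tracked by fluorescence at 0 and 10 min against buffer-only wells.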
# APEX1 inh: blocks human APE1 abasic DNA cleavage; 350,000 compounds, 0.35% hits; recombinant APE1, TAMRA/BHQ-2 abasic DNA cleavage fluorescence; Potency, µM (series often up to 65.8 µM), for inactives: at the highest dose activity change, negative = inhibition, usual class: inhibitors; AID 2517; P27695;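 note: potency is the fitted concentration of half-maximal effect; plate controls were vehicle for no effect and reference inhibitor for full effect; nearly all actives have a fitted effect of over 55% in size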
# Target sequence (P27695 whole entry, looked up): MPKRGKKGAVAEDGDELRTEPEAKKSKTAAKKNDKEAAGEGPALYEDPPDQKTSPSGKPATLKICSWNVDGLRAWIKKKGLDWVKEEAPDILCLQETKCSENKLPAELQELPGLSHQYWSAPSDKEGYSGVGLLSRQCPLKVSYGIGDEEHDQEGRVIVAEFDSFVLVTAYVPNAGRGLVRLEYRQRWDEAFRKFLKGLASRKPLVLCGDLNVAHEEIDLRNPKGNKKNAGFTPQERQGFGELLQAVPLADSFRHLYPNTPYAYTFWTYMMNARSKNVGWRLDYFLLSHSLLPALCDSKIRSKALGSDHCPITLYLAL
#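 Activity was derived from the fluorescence gain between first and third kinetic reads (60 s intervals, ex 525/em 598 nm) after 50 nM THF-abasic TAMRA/BHQ-2 duplex was added to 0.75 nM APE1 preincubated 15 min with compound.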
# An asterisk follows results filed as active; ? = inconclusive; . = not tested or not shown; [ ] = another dose, or the depositor's remark. Unless noted, calls come from the whole dose curve; as a rule, active = well fitted curve in the direction sought with a large enough effect; inconclusive = small, poorly fitted or top-dose-only effect, or another doubt; inactive = no such curve, though single readings can be large; an effect the other way counts as inactive or inconclusive. Only part of the results is shown; count on the stated rates, not on these rows.
No.	mol	Pol beta inh	BLM helicase inh	POLH inh	Pol iota inh	APEX1 inh
1	CC1(C)CC(=O)C=C(NCCc2c[nH]c3ccccc23)C1	3%	-3%	-23%	33%[activator]	-1%
2	CC(C)Cc1nnc(NC(=O)CCC(=O)Nc2ccccc2)s1	1%	1%	-13%	7%	-2%
3	O=C(CSc1nnc(CCc2ccccc2)n1-c1ccc(Cl)cc1)NCc1ccccc1	1%	-16%	-26%	17%	-4%
4	CC(=O)Nc1cccc(N/C=C(\C=O)c2nc3ccccc3o2)c1	1%	5%	-8%	16%	-2%
5	COCCCNC(=S)N(CCCO)Cc1cc2cc3c(cc2[nH]c1=O)OCO3	6%	-1%	-14%	-11%	42%[activator]
6	O=C(C1CCCCC1)N1CCC(CO)(Cc2ccccc2Cl)CC1	2%	-4%	-19%	7%	-5%
7	CCC(C)Sc1nnc(CNC(=O)C23CC4CC(CC(C4)C2)C3)n1C1CCCCC1 (configuration not stated)	7%	-3%	-12%	4%	2%
8	O=C(CSc1nc2ccc([N+](=O)[O-])cc2[nH]1)c1ccc2ccccc2c1	20%	0%	2%	?	-1%
9	CCOC(=O)Cn1nc(NC(=O)c2ccc3c(c2)OCO3)cc1C	-5%	-10%	-12%	16%	-2%
10	O=C(COC(=O)/C=C/C(=O)N1CCN(c2ccccc2)CC1)NCc1ccc(F)cc1	11%	-2%	-24%	95%[activator]	1%
11	CCOC(=O)c1cc2oc(C)cc2n1CC(=O)OC1CCCCC1	3%	-11%	4%	?	-2%
12	O=C(COC(=O)c1cnccn1)Nc1cc(S(=O)(=O)N2CCOCC2)ccc1Cl	.	.	-9%	23%	5%

No.	LDHA inh	POLK inh	Apoferritin bind	Glioma ERSR ind
1	-1	1%	-7%	-3%
2	0	-7%	0%	1%
3	4	-10%	-3%	-2%
4	10	-18%	-13%	5%
5	-1	6%	2%	-3%
6	-1	6%	-18%	1%
7	0	-18%	-9%	-2%
8	-13	-12%	?	2%
9	-5	-12%	-10%	-2%
10	-4	-10%	-4%	-5%
11	11	-3%	6%	-3%
12	-8	-12%	.	-2%

# Entries of single compounds, quoted from the list. Values in the order: Pol beta inh, BLM helicase inh, POLH inh, Pol iota inh, APEX1 inh, LDHA inh, POLK inh, Apoferritin bind, Glioma ERSR ind
# Profile of CCC(C)Sc1nnc(CNC(=O)C23CC4CC(CC(C4)C2)C3)n1C1CCCCC1 (configuration not stated) : 7%, -3%, -12%, 4%, 2%, 0, -18%, -9%, -2%
# Profile of CC(C)Cc1nnc(NC(=O)CCC(=O)Nc2ccccc2)s1 : 1%, 1%, -13%, 7%, -2%, 0, -7%, 0%, 1%

# Later entries
No.	mol	Pol beta inh	BLM helicase inh	POLH inh	Pol iota inh	APEX1 inh
13	c1ccc(Cc2noc(CN3CCCN(C4Cc5ccccc5C4)CC3)n2)cc1	0%	-4%	-13%	-1%	5%
14	Cc1ccc2nc(-c3ccccn3)cc(C(=O)N3CCN(c4ncccn4)CC3)c2c1	-14%	2%	-10%	?	3%
15	Cc1ccnc(NC(=O)c2ccc(NC(=O)CC3SC(N4CCCC4)=NC3=O)cc2)c1 (configuration not stated)	.	.	6%	10%	22%
16	COc1ccc(OCCOC(=O)CNC(=O)c2cccc(C)c2)cc1	.	.	2%	16%	-4%
17	CC(C(=O)NC(=O)NC1CCCCC1)N1CCN(c2ccccn2)CC1 (configuration not stated)	9%	-3%	-6%	9%	-4%
18	CCOc1ccc(NC(=O)CN(C)C(=O)C2CCN(C(=O)c3ccc(Cl)cc3)CC2)cc1OCC	.	.	-2%	-4%	7%
19	O=C(CCC1CCCC1)Nc1ccccc1-c1ccccc1	8%	-4%	-12%	7%	-1%
20	CCSc1nnc(NC(=O)CSc2nc(C)cc(C)n2)s1	4%	1%	-4%	19%	-1%
21	Cc1cc(=O)oc2cc(OC(C)C(=O)N3CCCc4ccccc43)ccc12 (configuration not stated)	3%	0%	-5%	6%	-1%
22	Cc1ccc(/C=N/NC(=O)Cc2cccs2)o1	20%	-3%	-1%	11%	?
23	O=C(c1cc(-c2ccncc2)nc2ccccc12)N1CCOCC1	.	.	2%	11%	3%
24	Cc1cccc(C)c1OCCCCN1CCCCC1	10%	3%	-4%	-1%	12%

No.	LDHA inh	POLK inh	Apoferritin bind	Glioma ERSR ind
13	0	-6%	-7%	-1%
14	2	-2%	-5%	0%
15	-9	-2%	.	0%
16	-6	-6%	.	-2%
17	1	2%	-22%	-7%
18	0	-1%	.	-1%
19	-1	-19%	6%	-2%
20	1	-2%	-11%	-3%
21	-10	-3%	6%	-1%
22	-7	-9%	-7%	-3%
23	-6	-1%	.	-3%
24	-13	6%	0%	-6%

# Continuation.
No.	mol	Pol beta inh	BLM helicase inh	POLH inh	Pol iota inh	APEX1 inh
25	Cc1ccnc(Nc2nc(-c3ccccc3)cs2)c1	91%	-7%	-9%	-18%	-4%
26	O=C(CCC1N=C2c3ccccc3N=C(SCC(=O)NCCc3ccccc3)N2C1=O)NCc1ccc(F)cc1 (configuration not stated)	-14%	4%	-1%	-14%	.
27	COc1ccc2c(COC(=O)CCS(=O)(=O)c3ccc(C)cc3)cc(=O)oc2c1	.	.	-13%	-3%	8%
28	Cc1cc(C(=O)c2ccccc2)nc2ccccc12	-20%	-2%	-12%	7%	1%

No.	LDHA inh	POLK inh	Apoferritin bind	Glioma ERSR ind
25	2	0%	6%	1%
26	-3	1%[60.1 µM]	1%	-1%
27	-3	-7%	.	-4%
28	-3	0%	?	6%

# Exported with values under each structure: part of the list above.
# The line under a structure holds: Pol beta inh | BLM helicase inh | POLH inh | Pol iota inh | APEX1 inh | LDHA inh | POLK inh | Apoferritin bind | Glioma ERSR ind
(14) Cc1ccc2nc(-c3ccccn3)cc(C(=O)N3CCN(c4ncccn4)CC3)c2c1
→ -14% | 2% | -10% | ? | 3% | 2 | -2% | -5% | 0%
(15) Cc1ccnc(NC(=O)c2ccc(NC(=O)CC3SC(N4CCCC4)=NC3=O)cc2)c1 (configuration not stated)
→ . | . | 6% | 10% | 22% | -9 | -2% | . | 0%
(16) COc1ccc(OCCOC(=O)CNC(=O)c2cccc(C)c2)cc1
→ . | . | 2% | 16% | -4% | -6 | -6% | . | -2%
(17) CC(C(=O)NC(=O)NC1CCCCC1)N1CCN(c2ccccn2)CC1 (configuration not stated)
→ 9% | -3% | -6% | 9% | -4% | 1 | 2% | -22% | -7%
(18) CCOc1ccc(NC(=O)CN(C)C(=O)C2CCN(C(=O)c3ccc(Cl)cc3)CC2)cc1OCC
→ . | . | -2% | -4% | 7% | 0 | -1% | . | -1%
(19) O=C(CCC1CCCC1)Nc1ccccc1-c1ccccc1
→ 8% | -4% | -12% | 7% | -1% | -1 | -19% | 6% | -2%
(20) CCSc1nnc(NC(=O)CSc2nc(C)cc(C)n2)s1
→ 4% | 1% | -4% | 19% | -1% | 1 | -2% | -11% | -3%
(21) Cc1cc(=O)oc2cc(OC(C)C(=O)N3CCCc4ccccc43)ccc12 (configuration not stated)
→ 3% | 0% | -5% | 6% | -1% | -10 | -3% | 6% | -1%
(22) Cc1ccc(/C=N/NC(=O)Cc2cccs2)o1
→ 20% | -3% | -1% | 11% | ? | -7 | -9% | -7% | -3%
(23) O=C(c1cc(-c2ccncc2)nc2ccccc12)N1CCOCC1
→ . | . | 2% | 11% | 3% | -6 | -1% | . | -3%
(24) Cc1cccc(C)c1OCCCCN1CCCCC1
→ 10% | 3% | -4% | -1% | 12% | -13 | 6% | 0% | -6%
(25) Cc1ccnc(Nc2nc(-c3ccccc3)cs2)c1
→ 91% | -7% | -9% | -18% | -4% | 2 | 0% | 6% | 1%
